SV40 large T antigen: TAg ATPase/helicase activity blockers – biochemical (AID 1903) | 0.39% of 310,000 active | inhibition, % at 20 µM; hits with a dose series show IC50 in µM | SV40 large T antigen ATPase/helicase inhibition assay; higher % means a stronger effect; in the data active = a potency from the dose series; note: strong numbers were not always called active
RSV antiviral HEp-2: inhibition of RSV-induced cytopathic effect – HEp-2 cells, primary 10 µM value included (AID 2391). 0.13% of 310,000 active. one-dose CPE inhibition, % at 10 µM; IC50 in µM for titrated hits. HEp-2 cells, RSV-induced CPE inhibition; higher % means a stronger effect; in the data active = a potency from the dose series; note: strong numbers were not always called active
Salmonella PhoP GFP: PhoP-dependent GFP reporter repression – Salmonella Typhimurium, primary screen (AID 1863); S. Typhimurium PhoP-regulated promoter GFP reporter, 4 h; higher % means a stronger effect; inhibition, % at 50 µM; hits with a dose series show IC50 in µM; 0.16% of 300,000 active;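 active = inhibition over 29.93%, a cutoff 3 SD above the screen mean, later confirmed by dose response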;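 note: 0% = low Mg2+ inducing control and 100% = high Mg2+ repressing control; strong numbers were not always called active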
NS5 inhibitors: flavivirus cap methylation enzyme inhibition – biochemical, confirmation dose response, primary screen (AID 588689). inhibition, % at 25 µM, or IC50 in µM where a hit was titrated. 0.3% of 340,000 active. Dengue-2 NS5 methyltransferase capping enzyme assay, biochemical; higher % means a stronger effect; in the data active = a potency from the dose series
T cell HTS: T cell immune modulation candidate | AID 2052 | 0.068% of 330,000 active | calls only at 7 µM | 2C CD8+ T cell-vesicle binding, flow cytometry; stronger effect = lower value;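 active = response, share of CD8 T cells binding vesicles, and their 90th percentile fluorescence all below set limits, cut at about 80% in these data, passing the limit was not always enough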
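Benchmarks: naked versus QL9-loaded vesicles / Assay system: purified 2C TCR transgenic mouse naive CD8+ T cells / Technique: high-throughput flow cytometry with anti-B7-1 and anti-CD8 staining / Timing: Cell–vesicle co-incubation 1.5 h at 37 °C, staining 20 min on ice / Read-out: percent CD8+ FL2 mean versus row control / Probe or stimulus: QL9-loaded Drosophila micro-vesicles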
MgcRacGAP inhibition: MgcRacGAP GTPase-activating activity inhibitors, confirmation, biochemical, ADP Hunter fluorescence. MgcRacGAP-stimulated Rac1 GTP hydrolysis, ADP Hunter fluorescence; higher % means a stronger effect; GST-tagged Rac1 F28L mutant substrate. inhibition, % at 30 µM, or IC50 in µM where a hit was titrated. 0.6% of 340,000 active;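 active = first-screen hits whose inhibition reached a set limit at any dose in the follow-up dose series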;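 note: fluorescence reports GDP produced by GAP-driven GTP hydrolysis; strong numbers were not always called active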
K1F lysis inhibition: protection from phage-mediated lysis, alamar blue read-out – E. coli UTI89, K1F phage, bacterial capsule biogenesis inhibitors (AID 488966) | one-dose inhibition, % at 100 µM; IC50 in µM for titrated hits | E. coli UTI89 K1F phage lysis, alamar blue, 2 h; higher % means a stronger effect | 0.02% of 340,000 active;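 active = phage lysis inhibition, versus mean bacterial control, above a set limit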;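 note: capsule biogenesis inhibitors block K1F phage lysis so surviving cells raise fluorescence; higher fluorescence means more inhibition of phage lysis; actives were called in the ten point dose series up to 300 µM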
NTR1 agonist: NTR1-driven beta-arrestin-GFP spot formation – imaging, U2OS cells, high content, primary screen (AID 493036). 0.17% of 330,000 active. agonist mode. activation, % at 20 µM. P30989;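 active = activation at or above 40% of the spot to cytoplasm intensity ratio, with at least 20 cells analyzed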;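 note: 0% = DMSO without peptide and 100% = 100 nM NTR1 peptide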
Target sequence (P30989 whole entry, looked up): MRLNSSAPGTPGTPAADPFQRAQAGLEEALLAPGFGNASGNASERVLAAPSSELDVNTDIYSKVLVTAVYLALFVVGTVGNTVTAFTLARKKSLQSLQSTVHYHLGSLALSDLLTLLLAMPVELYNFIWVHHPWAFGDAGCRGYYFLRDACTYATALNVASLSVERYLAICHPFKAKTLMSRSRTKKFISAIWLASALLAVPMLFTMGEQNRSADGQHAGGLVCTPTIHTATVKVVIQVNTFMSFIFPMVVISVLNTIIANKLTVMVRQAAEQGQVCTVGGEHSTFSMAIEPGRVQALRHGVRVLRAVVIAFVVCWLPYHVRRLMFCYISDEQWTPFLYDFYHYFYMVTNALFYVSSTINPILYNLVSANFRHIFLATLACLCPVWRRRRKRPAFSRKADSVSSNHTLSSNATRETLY
West Nile antiviral: West Nile virus antiviral activity, cell-based, CPE readout (AID 1621); one-dose CPE inhibition, % at 10 µM; IC50 in µM for titrated hits; 0.02% of 290,000 active; West Nile virus-infected cells, CPE inhibition; higher % means a stronger effect; in the data active = a potency from the dose series; note: strong numbers were not always called active
T cell HTS vesicle-bound %: recorded beside T cell HTS, whose call it bears; double positive events, %; measured here: CD8+ vesicle-bound cell fraction;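 binding gate set so that unloaded-vesicle control wells show 10% double positive cells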
NTR1 agonist cell count 20 µM: second read-out of NTR1 agonist, no call of its own (marks repeat the call); cell count; measured here: cell count, cytotoxicity flag
NS5 inhibitors pilot replicate: second read-out of NS5 inhibitors, no call of its own (marks repeat the call); inhibition, %; measured here: pilot screen replicate inhibition
* = called active by the depositor; i = inactive; . = not tested or not shown; [ ] = remark or other dose.

SMILES	SV40 large T antigen	RSV antiviral HEp-2	Salmonella PhoP GFP	NS5 inhibitors	T cell HTS	T cell HTS vesicle-bound %	MgcRacGAP inhibition	K1F lysis inhibition	NTR1 agonist	NTR1 agonist cell count 20 µM	West Nile antiviral	others
Cc1onc(-c2ccccc2)c1C(=O)NC(CC(=O)O)c1ccc(OC(C)C)cc1 (centres undefined)	3%	1.8%	4%	-3%	i	45	2%	3.3%	-2.1	84	.
O=c1nc(N2CCOCC2)ccn1-c1nc(-c2ccccc2)oc1-c1ccccc1	4%	1.8%	0%	-1%	i	60	0%	4.3%	1.3	77	-0.1%
CSc1ncccc1C(=O)OCC(=O)NC1CCCCC1	.	1.0%	.	1%	i	26	10%	1.0%[50 µM]	0.6	59	.
O=C(Nc1ccc2c(c1)C(=O)NC2=O)c1ccc(S(=O)(=O)N2CCCC2)cc1	7%	0.4%	8%	-3%	i	31	6%	0.2%	1.3	45	0.5%
C[C@]12CCC3c4ccc(OCC(=O)O)cc4CCC3C1CCC2=O (some centres undefined)	7%	2.4%	-3%	3%	i	20	5%	-0.1%	-1.7	74	0.4%
COC(=O)CCC(=O)OC1(C)C(=O)C=C2C=C(C3CC3)N(Cc3ccc4c(c3)OCO4)C=C2C1=O (centres undefined)	7%	0.6%	3%	5%	i	18	3%	0.2%	-0.5	57	-0.3%
CC(C)n1c(=S)[nH]c2cc(C(F)(F)F)ccc21	8%	2.7%	12%	-6%	i	25	12%	-1.1%	1.2	35	0.1%
COc1ccc(NC(=O)NCc2ccc3c(c2)OCO3)cc1	3%	0.4%	-7%	4%	i	65	-28%	-0.1%	-1.7	82	-0.2%
O=C(NCCCn1ccnc1)Nc1cccc2ccccc12	7%	1.4%	-1%	-3%	i	52	10%	0.3%	1.3	56	-0.1%
Cc1ncoc1C(=O)N1CCc2c([nH]c3ccccc23)C1C1CCCCC1 (centres undefined)	1%	0.8%	-6%	-4%	i	38	4%	-1.4%	-0.4	46	-1.1%
FC(F)(F)c1cc(-c2ccccc2)nc(NCc2cccnc2)n1	-1%	12%	7%	-2%	i	22	3%	1.4%	1.0	60	-0.7%
C/C(=N\NC(=O)CC(C)C)c1ccc(N2CCCCC2)cc1	15%	2.6%	-2%	-2%	i	30	6%	2.1%[50 µM]	1.1	75	-0.9%

Structures shown so far that have an NH in an aromatic ring:
SMILES	SV40 large T antigen	RSV antiviral HEp-2	Salmonella PhoP GFP	NS5 inhibitors	T cell HTS	T cell HTS vesicle-bound %	MgcRacGAP inhibition	K1F lysis inhibition	NTR1 agonist	NTR1 agonist cell count 20 µM	West Nile antiviral	others
CC(C)n1c(=S)[nH]c2cc(C(F)(F)F)ccc21	8%	2.7%	12%	-6%	i	25	12%	-1.1%	1.2	35	0.1%
Cc1ncoc1C(=O)N1CCc2c([nH]c3ccccc23)C1C1CCCCC1 (centres undefined)	1%	0.8%	-6%	-4%	i	38	4%	-1.4%	-0.4	46	-1.1%

Remaining list, next part
SMILES	SV40 large T antigen	RSV antiviral HEp-2	Salmonella PhoP GFP	NS5 inhibitors	T cell HTS	T cell HTS vesicle-bound %	MgcRacGAP inhibition	K1F lysis inhibition	NTR1 agonist	NTR1 agonist cell count 20 µM	West Nile antiviral	others
CCSc1nnc(NC(=O)c2c(C)noc2C)s1	-5%	1.0%	1%	-6%	i	60	7%	-0.1%	2.1	52	0.0%
Cc1cc(OCC(O)CN)ccc1Cl (centres undefined)	1%	-0.7%	-5%	0%	i	56	5%	0.4%	-1.8	53	0.3%
CC1CCCCC1NS(=O)(=O)c1ccc(S(=O)(=O)N2CCCC2)cc1 (centres undefined)	1%	3.1%	-13%	3%	i	13	2%	4.4%	3.0	45	-0.6%
CCCCCCc1cc2cc(C(=O)NCc3ccccc3)c(=N)oc2cc1O	1%	-0.8%	5%	-8%	i	46	5%	1.4%	1.4	77	-0.1%	NS5 inhibitors pilot replicate=22
CCOc1ccccc1C(=O)OCC(=O)Nc1ccc(OC(F)F)cc1	2%	0.0%	4%	1%	i	18	0%	0.3%	0.7	79	-0.4%	NS5 inhibitors pilot replicate=-8.5
CCNc1nc(NC(C)C)nc(NC(C)(C)C)n1	3%	0.5%	10%	-6%	i	36	6%	0.8%	1.6	48	-1.6%
Cn1nnc(NC(=O)CSc2nnnn2-c2ccc(F)cc2)n1	-4%	0.4%	15%	0%	i	57	-6%	-0.2%	0.0	59	0.0%
COc1ccccc1CC(=O)Nc1ccccc1O	6%	0.0%	15%	-2%	i	8	7%	6.5%	2.4	64	-0.7%
O=C(Nc1ccc([N+](=O)[O-])cc1)C1CC12CCC2 (centres undefined)	3%	1.2%	5%	-9%	i	43	4%	0.1%	-1.9	96	0.1%
CC1(C)C2CCC1(C(=O)O)c1nc3ccccc3nc12 (centres undefined)	7%	1.0%	-2%	-4%	i	36	2%	3.0%	0.5	50	0.0%
O=C(CSc1nnc(Cn2nnc3ccccc32)o1)Nc1cccc(Cl)c1	5%	1.1%	0%	2%	i	25	6%	0.1%	-3.5	80	-0.2%
O=C(NCCN1C(=O)S/C(=C\c2cccs2)C1=O)c1ccc(=O)[nH]c1	-5%	-0.7%	6%	.	i	50	.	.	-0.6	59	-0.3%

An excerpt from the list above:
SMILES	SV40 large T antigen	RSV antiviral HEp-2	Salmonella PhoP GFP	NS5 inhibitors	T cell HTS	T cell HTS vesicle-bound %	MgcRacGAP inhibition	K1F lysis inhibition	NTR1 agonist	NTR1 agonist cell count 20 µM	West Nile antiviral	others
O=C(Nc1ccc([N+](=O)[O-])cc1)C1CC12CCC2 (centres undefined)	3%	1.2%	5%	-9%	i	43	4%	0.1%	-1.9	96	0.1%
CC1(C)C2CCC1(C(=O)O)c1nc3ccccc3nc12 (centres undefined)	7%	1.0%	-2%	-4%	i	36	2%	3.0%	0.5	50	0.0%
O=C(CSc1nnc(Cn2nnc3ccccc32)o1)Nc1cccc(Cl)c1	5%	1.1%	0%	2%	i	25	6%	0.1%	-3.5	80	-0.2%
O=C(NCCN1C(=O)S/C(=C\c2cccs2)C1=O)c1ccc(=O)[nH]c1	-5%	-0.7%	6%	.	i	50	.	.	-0.6	59	-0.3%

Structures from the list above that have a Cl atom:
SMILES	SV40 large T antigen	RSV antiviral HEp-2	Salmonella PhoP GFP	NS5 inhibitors	T cell HTS	T cell HTS vesicle-bound %	MgcRacGAP inhibition	K1F lysis inhibition	NTR1 agonist	NTR1 agonist cell count 20 µM	West Nile antiviral	others
Cc1cc(OCC(O)CN)ccc1Cl (centres undefined)	1%	-0.7%	-5%	0%	i	56	5%	0.4%	-1.8	53	0.3%
O=C(CSc1nnc(Cn2nnc3ccccc32)o1)Nc1cccc(Cl)c1	5%	1.1%	0%	2%	i	25	6%	0.1%	-3.5	80	-0.2%

Following part:
SMILES	SV40 large T antigen	RSV antiviral HEp-2	Salmonella PhoP GFP	NS5 inhibitors	T cell HTS	T cell HTS vesicle-bound %	MgcRacGAP inhibition	K1F lysis inhibition	NTR1 agonist	NTR1 agonist cell count 20 µM	West Nile antiviral	others
COC(=O)CCC/C=C1/SCC(NC(=O)c2ccccc2)/C1=N/O (centres undefined)	8%	-1.0%	-3%	-4%	i	55	4%	-1.1%	-0.2	43	-0.4%
CCC(=O)Nc1cc(C(=O)OC(C(=O)c2ccc(C)c(C)c2)c2ccccc2)ccc1C (centres undefined)	-8%	5.6%	-14%	-7%	i	25	2%	0.0%	1.6	80	-0.2%
Cc1ccccc1N1C(=O)C2ON(c3ccccc3)C(c3ccco3)C2C1=O (centres undefined)	8%	.	-7%	-8%	i	31	4%	0.4%	-0.9	61	0.6%
CCc1ccc(C(=O)NNC(=O)OC)cc1	15%	-0.2%	-1%	-3%	i	6	4%	0.1%	-0.2	53	0.3%
Cc1ccccc1Nc1nnc(SCC(=O)NCC2CCCO2)s1 (centres undefined)	.	.	.	1%	i	41	1%	-1.9%	0.5	66	.
C[C@H]([C@H](O)c1ccccc1)N(C)C(=O)CN	7%	-1.5%	-9%	-11%	i	34	0%	0.2%	-0.9	55	0.2%
COc1ccccc1CC(=O)Nc1ccc(S(=O)(=O)N2CC(C)CC(C)C2)cc1 (centres undefined)	.	7.6%	.	-4%	i	30	3%	1.0%[50 µM]	-1.5	85	.
CCCn1c(SCC(=O)Nc2cc(S(=O)(=O)N3CCOCC3)ccc2Cl)n[nH]c1=O	-1%	1.1%	-14%	-4%	i	43	3%	0.2%	1.2	64	-0.6%
Cc1cc(N)nc(SCC(=O)N2C(C)CCCC2C)n1 (centres undefined)	7%	-0.1%	-2%	-7%	i	39	-5%	0.6%	-1.6	49	-0.5%
COc1ccc(CNCc2cccc(Oc3ccccc3)c2)cc1	2%	13%	10%	-7%	i	71	20%	5.2%	6.9	58	-1.6%
Cc1cccc(Nc2n[nH]c(=S)s2)c1C	34%	-0.3%	-16%	-9%	i	16	67µM*	-0.2%	-0.5	49	0.2%
Cc1ccc(C(=O)ONC(=O)c2ccc(Cl)cc2)cc1[N+](=O)[O-]	17%	1.6%	-6%	5%	i	37	-9%	0.1%	-0.9	64	0.6%
COc1ccc(N2CCN(CC(=O)N3CCC(C)CC3)CC2)cc1	14%	0.6%	-12%	-3%	i	35	12%	0.0%	-0.4	84	-0.9%	NS5 inhibitors pilot replicate=-4.5
Cc1cc(NC(=O)c2ccco2)ccc1-n1cnnn1	3%	0.2%	12%	-5%	i	52	11%	0.0%	0.0	85	0.1%
Cc1ccc(C(=O)OCC(=O)NCc2cccs2)s1	.	.	.	-1%	.	.	9%	1.1%[50 µM]	-1.7	69	.
CCOC(=O)C1CCCN(CC(O)COCc2ccccc2OC)C1 (centres undefined)	6%	2.0%	3%	-1%	i	13	3%	0.1%	0.7	43	0.7%
Cc1cc(C(=O)OCc2nnc(-c3ccccc3)o2)c(C)n1-c1ccccc1	4%	2.1%	2%	-2%	i	44	10%	0.6%	5.5	36	-0.3%
COc1ccccc1NS(=O)(=O)c1ccc2c(c1)N(C(C)=O)CC(C)S2 (centres undefined)	5%	13%	0%	4%	i	23	-2%	-0.3%	-0.3	56	0.0%

Screening results from PubChem.
